G6PDH counter: inhibits Leuconostoc G6PDH, flagging false hits in G6PDH-based assays | Purified L. mesenteroides G6PDH, diaphorase/resazurin coupled fluorescence, 45 min | inhibition, % at 5 µM | 200,000 compounds, 0.12% hits | AID 1020
S1P3 antag: blocks the human S1P3 receptor; CHO S1P3 NFAT-BLA reporter, FRET fluorescence, antagonist mode; inhibition, % at 4.98 µM; 170,000 compounds, 0.27% hits;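 active = inhibition above the plate cutoff, the mean inhibition of test wells on that plate plus 3 SD, cut at about 28% in these data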;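 also: cells challenged with S1P at its EC80 of 0.8 µM; blue over green emission ratio from cleaved BLA substrate after 4 h stimulation; 0% = S1P-stimulated wells and 100% = unstimulated DMSO-only wells; some compounds past the cut are filed as inactive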
Target sequence (Q99500 whole entry, looked up): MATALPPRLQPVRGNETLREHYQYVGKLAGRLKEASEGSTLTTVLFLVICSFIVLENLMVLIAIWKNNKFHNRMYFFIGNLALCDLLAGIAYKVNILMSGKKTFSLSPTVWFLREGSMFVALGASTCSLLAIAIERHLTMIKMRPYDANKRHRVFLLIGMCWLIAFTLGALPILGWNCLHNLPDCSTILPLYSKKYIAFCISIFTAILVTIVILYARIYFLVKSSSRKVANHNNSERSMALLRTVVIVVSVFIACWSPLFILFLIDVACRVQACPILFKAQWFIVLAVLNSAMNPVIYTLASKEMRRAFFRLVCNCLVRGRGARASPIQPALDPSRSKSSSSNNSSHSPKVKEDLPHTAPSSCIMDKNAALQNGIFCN
Diaph inh CS: counter-screen for diaphorase-based assays: diaphorase inhibitors and chemical oxidizers; diaphorase resazurin-to-resorufin fluorescence, NADH, 16 min; bacterial (C. kluyveri) enzyme, not human; inhibition, % at 20 µM; 190,000 compounds, 0.69% hits;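 active = primary screen inhibition at 20 µM above a set limit, cut at about 50% in these data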;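 also: plate controls were DMSO with full reaction for no effect and wells lacking NADH for full effect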
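Test system: Clostridium kluyveri diaphorase enzyme / Quantity: diaphorase at 0.14 U/mL in enzyme working solution / Incubation: 16-min room-temperature incubation before reading / Benchmarks: NADH-free wells as positive control, DMSO-only neutral wells / Signal: resorufin fluorescence 544/590 nm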
PMI activator: activators of human phosphomannose isomerase | P34949 | purified human PMI, coupled resazurin fluorescence, 20 min; hits give high values; 1 = vehicle control, 0 substrate-free wells | activation factor at 20 µM | 190,000 compounds, 0.005% hits;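 active = activation factor of 2 or more at 20 µM, relative to plate controls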
Target sequence (P34949 whole entry, looked up): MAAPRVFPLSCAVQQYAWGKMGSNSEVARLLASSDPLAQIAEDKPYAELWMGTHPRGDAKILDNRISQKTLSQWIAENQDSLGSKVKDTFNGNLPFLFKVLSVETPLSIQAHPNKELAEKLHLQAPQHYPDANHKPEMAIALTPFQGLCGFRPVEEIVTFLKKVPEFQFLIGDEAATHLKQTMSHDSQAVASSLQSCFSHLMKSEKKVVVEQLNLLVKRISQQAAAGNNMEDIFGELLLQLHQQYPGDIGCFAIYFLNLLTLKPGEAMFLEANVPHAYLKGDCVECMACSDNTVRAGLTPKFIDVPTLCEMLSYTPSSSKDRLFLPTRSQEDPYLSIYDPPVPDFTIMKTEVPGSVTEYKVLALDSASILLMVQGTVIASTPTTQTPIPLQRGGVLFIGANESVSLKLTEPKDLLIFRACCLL
Lmaj promast: Leishmania major promastigote growth inhibition; Leishmania major promastigotes, resazurin fluorescence viability; AID 1063; 200,000 compounds, 9% hits; inhibition, % at 10 µM;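 also: promastigotes grown with compound for 44 hours at 28 °C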
RAM inhibit: yeast RAM network inhibition; S. cerevisiae dse1pr::URA3 reporter, 5-FOA growth OD615, 2 d; analog-sensitive cbk1-as2 kinase mutant strain; inhibition, % at 50 µM; 190,000 compounds, 1.8% hits;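 active = inhibition above a set limit, 3 SD over mean compound inhibition, cut at about 8.4% in these data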;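 also: 0% = DMSO-only wells with no growth and 100% = 10 µM 1-NA-PP1 full growth; inhibition rescues growth on 5-FOA so higher OD means more RAM inhibition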
TLR4 MyD88 comp: TLR4-MyD88 interaction inhibition in cells; HeLa CL3-4 TLR4/MyD88 BLA complementation, FRET ratio; inhibition, % at 8.4 µM; 200,000 compounds, 0.18% hits; AID 861; O00206+Q99836; in the data active = inhibition above about 25%;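 also: 0% = vehicle and 100% = reference inhibitor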
Diaphorase act: activates diaphorase or chemically reduces, flagging diaphorase assay artifacts; activation factor at 20 µM; 190,000 compounds, 0.005% hits; AID 1229; Diaphorase/resazurin coupled assay, resorufin fluorescence, 16 min; hits give high values; 1 = vehicle wells, 0 = NADH-free wells;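 active = diaphorase activity raised at least twofold by the compound at 20 µM; inactive = activation factor below 2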
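Assay system: bacterial diaphorase enzyme (C. kluyveri) / Input: enzyme 0.07 U/mL final / Medium: 50 mM HEPES pH 7.4 with 4.542 mM MgCl2, 0.005% Tween 20 / Doses: single compound dose of 20 µM, 1% DMSO final / Incubation: 16 min enzyme reaction, ambient temperature / Signal: fluorescence, excitation 544 nm and emission 590 nm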
PMI act hi M6P: increases human PMI activity with near-saturating mannose 6-phosphate. P34949. coupled PMI enzyme assay, resazurin fluorescence, 20 min; hits give high values; 1 = untreated enzyme, 0 = substrate-free blank. activation factor at 20 µM. 190,000 compounds, 0.34% hits;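 active = activation factor of 2 or more at 20 µM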
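Material: human phosphomannose isomerase with PGI, G6PDH, diaphorase coupling enzymes; amount: PMI at 15 ng/mL final; also added: Mannose-6-phosphate 1.0 mM (near-saturating) plus 0.22 mM NADP+; incubation: enzyme reaction with compound 20 min at room temperature; signal: resorufin fluorescence (Ex 544/Em 590 nm) from resazurin via diaphorase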
Hsp70 act: Hsp70 transcriptional activation, primary screen. HeLa Hsp70 promoter luciferase reporter, luminescence; scaled: vehicle 0, proteasome-inhibitor control 100%. activation, % at 10 µM. 200,000 compounds, 0.04% hits. AID 1203;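 active = activation above the mean across all tested compounds plus 3 SD, cutoff set per campaign, cut at about 5.5% in these data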;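 also: 100% = MG132 at 30 µM as the positive control and 0% = DMSO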
DTT redox prof: compounds producing H2O2 with reducing agent – biochemical, NIH compound library profiling, artefact control for MLSCN library redox annotation, primary screen; 200,000 compounds, 0.03% hits; DTT-dependent redox cycling H2O2, phenol red/HRP absorbance; 100% = 100 µM peroxide control, 0% = buffer; activation, % at 10 µM;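 active = activation of at least 50% relative to the plate's high and low controls in the primary single-dose screen; inactive = activation below 50%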;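 also: compound incubated with DTT at 0.8 mM final as the reducing agent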
Starred values were filed as active, the others as inactive; · = not tested or not shown. Rule as the data show it, unless noted: active = inhibition above about 50%; inactive = the rest.

SMILES,G6PDH counter,S1P3 antag,Diaph inh CS,PMI activator,Lmaj promast,RAM inhibit,TLR4 MyD88 comp,Diaphorase act,PMI act hi M6P,Hsp70 act,DTT redox prof
O=C(Oc1ccccc1-c1csnn1)c1cccs1,1,2,6,1.1,-5,3.0,-5,0.9,1.1,1.0,-0.1
O=C(O)c1ccc(COc2ccc3ccccc3c2/C=C2/NC(=O)N(c3ccccc3)C2=O)cc1,13,·,28,0.8,-7,1.5,-5,0.7,0.8,0.3,2.5
Cc1cc(C(=O)Cn2nc(C(=O)O)c3ccccc3c2=O)c(C)n1-c1ccc(F)cc1,-6,4,18,1,-6,5.3,-15,0.8,0.9,0.0,-0.1
O=C(/C(=C/c1ccc(Cl)cc1)c1nc2ccccc2[nH]1)c1ccccc1,11,·,13,0.9,100*,2.6,5,0.9,0.9,4.7,-3.6
S=C(NCc1ccccc1Cl)NC1CCCC1,0,6,11,1.1,1,-1.3,-14,0.9,1.1,-0.4,0.0
O=C(COc1ccccc1Cl)Nc1cc(Cl)ccc1Oc1ccccc1,1,·,12,0.9,-5,14*,13,0.9,1,0.1,4.3
CCc1ccccc1NC(=O)c1cccc(N2C(=O)C3C4CCC(C4)C3C2=O)c1 (stereo unspecified),2,·,14,0.9,3,2.0,-5,0.9,1,-0.1,0.4
Cc1nc(N=C(N)N)nc2ccccc12,3,-12,0,1.1,2,5.0,9,1,1,-0.2,-1.1
Cc1cccc(-n2nnc(C(=O)NCc3ccccc3)c2N)c1,6,20,10,0.9,2,2.4,-1,0.9,0.8,-0.1,1.9
CCCCOc1ccc(-c2nnn(CC(=O)NCCc3c[nH]c4ccccc34)n2)cc1,-12,·,10,0.9,40,3.8,1,0.9,0.8,-0.2,0.3
O=C(CNS(=O)(=O)c1cccc2nsnc12)NC1CCCCC1,3,·,-6,0.9,-9,1.6,3,1.1,1,-0.1,-2.3
Cc1cc2c(c(=O)n1CCN(C)C)C(c1ccc(Br)cc1)C(C#N)=C(N)O2 (stereo unspecified),6,-10,8,1.1,-3,0.5,0,0.9,1,0.3,-1.7
O=C(NCc1ccc(Cl)cc1)c1ncn[nH]1,4,-3,4,1.1,-2,1.2,3,1,1.1,0.3,-0.4
O=C(CC1C(=O)NCCN1Cc1ccc(F)c(F)c1)NCCn1cccn1 (stereo unspecified),5,-21,17,1,-5,-0.1,-3,0.8,0.8,-0.4,-0.3
O=C(c1ccco1)N1CCN(C(=O)c2cccc3c2C(=O)N(Cc2cccnc2)C3)CC1,1,-14,-4,1,-6,-0.1,6,1,1.1,-0.2,-1.2
CCCn1c(CCC(=O)O)ccc1-c1cccs1,4,·,-4,1,-7,-0.1,-1,1,1,-0.6,-1.3
O=C(COc1ccccc1)NC(NC(=S)Nc1ccccc1C(=O)O)C(Cl)(Cl)Cl (stereo unspecified),6,·,15,1,-2,4.7,-14,0.9,1,-0.1,1.7
CN1CC2(C(=O)c3ccccc3)CN(C)CC(C(=O)c3ccccc3)(C1)C2,2,-9,0,1,18,0.5,3,1,1,-0.1,0.3
O=C(CCCOc1ccccc1)N1CCCc2ccccc21,7,·,14,0.8,1,0.3,1,0.9,0.9,0.0,0.4
O=C(Nc1ccc2c(c1)Cc1ccccc1-2)c1ccc(Br)o1,3,·,11,1,-5,2.4,-12,0.9,0.8,-0.1,-1.6
O=C(Nc1ccc2sccc2c1)c1cccc(N2C(=O)CCC2=O)c1,-2,-11,7,0.9,-5,1.5,7,0.9,1,0.1,0.2
S=C(NCCCc1ccccc1)Nc1ccc(Cl)cc1,-8,-6,28,0.9,90*,0.8,-9,0.7,0.9,-0.3,-0.2
CN(C)S(=O)(=O)c1cccc(C(=O)Nc2ccccc2)c1,13,4,10,0.9,-2,2.3,2,0.9,0.9,-0.3,-0.5
Cc1cc(C)c(NC(=O)C2CSCCS2)c(C)c1 (stereo unspecified),4,0,17,0.9,7,0.8,11,0.8,0.9,0.0,2.7
O=c1c2ccccc2c(C=NC2CCN(Cc3ccccc3)CC2)c(O)n1Cc1ccc2c(c1)OCO2,-4,-10,10,1,87*,0.4,8,0.9,0.8,0.2,0.6
O=C(CCN1CCc2ccccc21)c1ccc2c(c1)OCCO2,1,·,-5,1.1,6,5.2,-18,1,1.3,0.1,0.3
O=C1c2ccccc2C(=O)N1CCCc1c[nH]c2ccc(Cl)cc12,-4,2,17,0.9,-6,4.4,-7,0.8,0.9,-0.3,0.4
COc1ccc(CNC(=O)c2cccs2)cc1,10,4,13,0.9,-2,1.8,-12,0.9,0.9,-0.2,0.2
CCOC(=O)C1CCCc2c1[nH]c1ccc(Cl)cc21 (stereo unspecified),6,-7,12,0.9,7,-2.6,-5,0.9,0.9,-0.4,-0.4
Cc1ccc(O)c(NC(=O)c2cc3nc4c(c(C(F)(F)F)n3n2)CCc2ccccc2-4)c1,4,·,11,1,-4,8.2,0,0.9,0.9,1.4,3.7
COc1ccc(CNC(=O)C(NC(C)=O)C(=O)Nc2ccc(OC)cc2)cc1 (stereo unspecified),3,·,-3,1.1,-2,0.6,-5,1,1.1,-0.5,2.4
Cc1ccccc1CN(C)CC(=O)Nc1ccccc1Oc1ccccc1,5,3,23,0.8,-1,0.1,-13,0.8,1,-0.3,0.4
NC(=O)CCSC(=S)N1CCOCC1,2,13,1,1,-12,0.2,-4,1,0.9,-0.3,-0.5
COC(=O)c1cc(Nc2cc(C)nc3ncnn23)cc(C(=O)OC)c1,14,-11,6,1.1,-2,0.3,-10,0.9,1,-0.1,0.6
COc1ccc(OC)c(-n2cnc3cc(C(=O)NCCCN4CCOCC4)ccc32)c1,-2,-4,-4,0.9,-4,-0.1,-4,1,0.9,-0.5,0.9
N#Cc1c(C(F)(F)F)cc(-c2ccc(Cl)c(Cl)c2)nc1SCCN1CCOCC1,12,·,7,1.2,14,2.1,7,0.9,1.2,-0.6,-0.6

Looked up above:
COC(=O)c1cc(Nc2cc(C)nc3ncnn23)cc(C(=O)OC)c1 | Hsp70 act: -0.1
O=C1c2ccccc2C(=O)N1CCCc1c[nH]c2ccc(Cl)cc12 | S1P3 antag: 2

Next compounds:
SMILES,G6PDH counter,S1P3 antag,Diaph inh CS,PMI activator,Lmaj promast,RAM inhibit,TLR4 MyD88 comp,Diaphorase act,PMI act hi M6P,Hsp70 act,DTT redox prof
O=C(CC1C(=O)NCCN1CC1CCCCC1)NCc1cc(F)ccc1F (stereo unspecified),9,2,6,1,4,0.3,0,0.9,1,-0.1,-1.1
COC(=O)c1ccccc1Sc1snnc1C,9,-1,13,1,-4,0.2,-13,0.9,1,0.2,-0.4
CCC(C)c1ccc(OCC(=O)Nc2ccc(Cl)cn2)cc1 (stereo unspecified),2,·,22,0.9,-2,0.1,-4,0.8,0.9,-0.1,0.3
CCCN1C(=O)/C(=C/c2c(NCCCOC(C)C)nc3c(C)cccn3c2=O)SC1=S,4,·,5,1,-7,9.4*,-6,0.9,0.9,0.1,-7.0
Cc1ccc2cc(C)c(SCC#N)nc2c1,-5,-36,10,0.9,0,1.0,-7,0.9,0.9,-0.2,2.9
Cc1ccc(-c2nn(-c3ccccc3)cc2C(=O)Nc2ccc(C(=O)O)cc2)cc1,3,-8,16,0.9,2,9.6*,13,0.8,0.8,0.0,-0.3
CCOc1ccccc1NC(=O)C1=C(C)NC(=O)NC1c1cccc(OC)c1OC (stereo unspecified),1,6,10,1,3,0.7,7,0.9,1,-0.4,1.7
CCN(CC)S(=O)(=O)c1ccc(/C=C/C(=O)N(c2ccccn2)C2CCCCC2)cc1,-2,-14,5,1,13,3.7,3,0.9,1,0.1,0.5
CCOC(=O)c1cc2c(ccn2C)n1Cc1cc(C)ccc1C,13,·,15,0.9,93*,3.5,4,0.9,0.8,-0.5,1.6
CC1CCC2(CC1)NC(=O)N(CC(=O)c1ccc[nH]1)C2=O (stereo unspecified),-2,·,13,0.9,-1,-0.6,5,0.9,1.1,-0.2,0.0
COCCn1c(CN2CCN(C)CC2)nc2c1c(=O)n(C)c(=O)n2C,0,-23,-2,1,0,0.8,0,1,1,-0.1,-1.1
COc1ccccc1N(CC(=O)N1CCc2ccccc2C1)S(C)(=O)=O,8,-11,·,·,-7,1.4,-8,·,·,-0.4,1.1

High-throughput results (PubChem)
